RGS4-Gao reg – human RGS4-Galphao interaction regulation; P09471; Multiplexed bead flow cytometry, RGS4-Galphao binding; actives lie on both sides; binding response (% of control), % at 10 µM; hit rate 0.33% among 220,000; AID 1415; in the data active means binding response below about 49% or above about 150%; inactive means in between;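 further: fluorescent Galphao activated with aluminum fluoride binding bead-coupled RGS4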
Target sequence (P09471 whole entry, looked up): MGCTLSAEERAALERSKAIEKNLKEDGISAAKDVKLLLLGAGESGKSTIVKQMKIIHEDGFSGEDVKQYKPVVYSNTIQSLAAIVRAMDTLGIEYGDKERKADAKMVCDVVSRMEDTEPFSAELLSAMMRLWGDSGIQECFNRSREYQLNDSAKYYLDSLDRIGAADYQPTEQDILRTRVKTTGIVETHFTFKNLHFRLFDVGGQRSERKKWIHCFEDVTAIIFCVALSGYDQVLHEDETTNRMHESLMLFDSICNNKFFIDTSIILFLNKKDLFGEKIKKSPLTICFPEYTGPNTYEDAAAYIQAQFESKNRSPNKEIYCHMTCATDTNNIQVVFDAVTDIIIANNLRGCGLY
ABCB1 inh – inhibitors of human ABCB1 transporter, ABCG2 counter-screen; P08183; CCRF-Adr cells, JC-1 efflux, flow cytometry; inhibition, % at 6.6 µM; hit rate 0.067% among 190,000; AID 1326; in the data active means inhibition above about 40%;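 further: 0% = vehicle and 100% = reference inhibitor; higher value means more JC-1 retained so stronger ABCB1 efflux block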
Bcl-2 Bim block – inhibitors of Bim-Bcl-2 interaction, human; P10415; Bead-based flow cytometry, Bim peptide-Bcl-2 binding; inhibition, % at 10 µM; hit rate 0.06% among 190,000; AID 950; in the data active means inhibition above about 40%; inconclusive means no clear call, values can overlap the other calls;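 further: 0% = no compound wells with probe peptide and 100% = reference peptide inhibitor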
Target sequence (P10415 whole entry, looked up): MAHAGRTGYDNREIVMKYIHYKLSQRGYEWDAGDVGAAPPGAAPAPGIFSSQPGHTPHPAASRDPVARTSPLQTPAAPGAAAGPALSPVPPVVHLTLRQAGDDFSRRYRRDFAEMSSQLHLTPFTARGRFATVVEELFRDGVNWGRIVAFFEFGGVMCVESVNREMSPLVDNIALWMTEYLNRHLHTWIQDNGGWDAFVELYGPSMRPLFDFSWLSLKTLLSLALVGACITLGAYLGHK
GSH bead fluor – compound fluoresces at 488/530 nm on GSH beads | GSH beads flow cytometry, compound fluorescence 488/530 nm; hits give high values | fluorescence (KMESF) at 10 µM | hit rate 0.25% among 190,000; in the data active means fluorescence above about 89;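 further: glutathione beads carrying GST-tagged Bcl family fusion proteins plus one bare bead set; values are compound well signal with DMSO vehicle wells as background; inactives centre near 16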
Bim-Bcl-B – human Bim-Bcl-B interaction inhibition. Q9HD36. inhibition, % at 10 µM. bead-based flow cytometry, Bim peptide-Bcl-B binding. hit rate 0.073% among 190,000. AID 951;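 further: 0% = tracer peptide without compound and 100% = reference inhibitor peptide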
Bim-Bfl-1 – disrupts Bim binding to human Bfl-1. Bead-based flow cytometry, Bim-Bfl-1 binding inhibition. hit rate 0.12% among 190,000. inhibition, % at 10 µM. AID 1008;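 further: 0% = wells without compound plus tracer and 100% = blocker peptide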
RGS7-Gao reg – regulators of human RGS7-Galphao interaction; Multiplexed bead flow cytometry, RGS7-Galphao binding; actives lie on both sides; binding response (% of control), % at 10 µM; hit rate 0.35% among 220,000; in the data active means binding response below about 49% or above about 150%; inconclusive means no clear call, values can overlap the other calls; inactive means in between;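 further: fluorescent Galphao held in activated GDP-AlF4 state binding bead-coupled RGS7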
Bcl-W Bim block – disrupts Bim peptide binding to human Bcl-W; bead-based flow cytometry; AID 952; Q92843; inhibition, % at 10 µM; hit rate 0.02% among 190,000;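 further: 0% = bound tracer without compound and 100% = peptide blocker; higher means less fluorescent Bim peptide bound to Bcl-W beads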
Target sequence (Q92843 whole entry, looked up): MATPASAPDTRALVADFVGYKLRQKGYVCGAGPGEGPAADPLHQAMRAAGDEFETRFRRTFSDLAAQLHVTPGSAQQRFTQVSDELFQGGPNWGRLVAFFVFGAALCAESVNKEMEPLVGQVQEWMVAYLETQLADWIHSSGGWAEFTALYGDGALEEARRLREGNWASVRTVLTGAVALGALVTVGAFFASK
ABCG2 inh – blocks JC-1 efflux by human ABCG2 transporter; IgMXP3 cells, flow cytometry; inhibition, % at 6.6 µM; hit rate 0.1% among 190,000; AID 1325;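 active means inhibition above 80%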;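 further: 0% = DMSO and 100% = nicardipine control wells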
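Test system: IgMXP3 cells (ABCG2) mixed with DDAO far-red-labelled CCRF-Adr cells (ABCB1). Reagent: JC-1 transporter substrate. Compound dosing: single test compound dose, 6.6 µM final. Times: 10 min compound exposure, 25 °C. Detection: flow cytometry of retained JC-1 fluorescence. Read-out basis: efflux inhibition in percent versus controls. Controls: nicardipine and DMSO wells.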
RGS8-Gao reg – human RGS8-Galphao interaction regulation | response (percent of control binding), % at 10 µM | hit rate 0.34% among 220,000 | AID 1423 | multiplexed bead flow cytometry, RGS8-Galphao binding; actives lie on both sides; in the data active means response below about 60% or above about 140%; inactive means in between;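 further: Galphao activated as the GDP aluminium fluoride complex binding bead-coupled RGS8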
Bim-Bcl-XL – disrupts Bim peptide binding to human Bcl-XL; Q07817; bead flow cytometry, fluorescence; inhibition, % at 10 µM; hit rate 0.04% among 190,000
Target sequence (Q07817 whole entry, looked up): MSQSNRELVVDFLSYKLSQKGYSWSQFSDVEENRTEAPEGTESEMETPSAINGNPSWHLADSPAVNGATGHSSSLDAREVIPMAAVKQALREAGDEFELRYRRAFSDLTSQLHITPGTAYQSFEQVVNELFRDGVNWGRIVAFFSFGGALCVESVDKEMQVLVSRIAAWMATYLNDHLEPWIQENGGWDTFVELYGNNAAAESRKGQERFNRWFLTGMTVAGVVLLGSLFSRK
* = called active by the depositor; ? = inconclusive; . = not tested or not shown. Unless noted, no stated cut-off is given here; in the data, active means inhibition above about 40%.

smiles	RGS4-Gao reg	ABCB1 inh	Bcl-2 Bim block	GSH bead fluor	Bim-Bcl-B	Bim-Bfl-1	RGS7-Gao reg	Bcl-W Bim block	ABCG2 inh	RGS8-Gao reg	Bim-Bcl-XL
Cc1cc(-c2nnc3n2CCCCC3)c(C)n1-c1ccccc1	102	-0.7	-6	11	-6	-11	111	0	-1	106	-5
CCOC(=O)N/N=C(/C)c1ccc(N2C(=O)C3CCCCC3C2=O)cc1 (stereo not given)	103	1.2	-1	10	-2	-2	102	2	8	99	-1
O=C(NC1CCS(=O)(=O)C1)/C(=C\c1ccccc1)NC(=O)c1ccccc1 (stereo not given)	102	-0.1	-6	15	-13	-10	106	-4	-1	108	-13
Cc1cc(C)cc(OCC(=O)Nc2ccccc2N2CCCCC2)c1	101	0.6	-7	26	-7	-12	110	-1	17	100	-4
O=C(NCc1ccc(Cl)cc1)C(=O)NCC1OCCN1S(=O)(=O)c1cccs1 (stereo not given)	.	0.7	2	18	0	1	.	2	4	.	0
O=C(CSc1ccc2c(c1)OCCO2)Nc1ccc(N2CCOCC2)cc1	110	1.0	-4	17	-6	-7	?	-3	5	105	0
CS(=O)(=O)N1CCC(C(=O)N2CCN(c3cccc(Cl)c3)CC2)CC1	104	0.3	12	10	1	6	101	0	2	103	0
COc1ccc2nc(N3CCOCC3)cc(C)c2c1	100	0.1	-8	5	-4	-5	100	3	1	100	-2
N#CC1=C(N)NC(SCc2ccc(Br)cc2)=C(C#N)C12CCCCC2	103	0.1	3	22	-4	5	108	3	1	102	4
CCn1nc(NC(=O)c2cccs2)c2cc3ccccc3nc21	102	0.9	-1	10	0	1	105	-1	1	100	0
CC(=O)Nc1ccc(S(=O)(=O)NNC(=O)c2cccc3ccccc23)cc1	105	0.1	-4	39	-6	-7	105	3	-2	99	-8
Cc1ccc2c(O)c(C)c(=O)[nH]c2n1	100	0.3	0	25	-1	-4	106	0	0	105	-1
CC1=C(C(=O)Nc2ccccc2)C(c2ccco2)C(C#N)=C(SCc2ccccc2)N1 (stereo not given)	103	5.2	-12	28	-17	-16	100	-4	5	101	-6
O=C(O[C@@H]1Cc2c(O)cc(O)cc2O[C@@H]1c1cc(O)c(O)c(O)c1)c1cc(O)c(O)c(O)c1	48*	.	8	67	0	17	32*	3	-3	56*	0
Cc1ccc(-c2nnc(SCc3nc(N)nc(Nc4ccccc4C)n3)n2N)cc1	100	0.6	-4	12	-6	-8	103	1	3	100	-5
CC1Cc2ccccc2N1C(=O)CCNS(=O)(=O)c1ccc2c(c1)CCC(=O)N2 (stereo not given)	92	-0.4	-8	25	-5	-16	92	-3	-1	96	-5
COc1ccccc1OCC(=O)Nc1cccc(-c2nc3ccccc3o2)c1	98	0.2	-4	33	-5	-9	98	2	2	100	9
C[C@H](NC(=O)OC(C)(C)C)c1nnc(SCC(=O)Nc2ccc(Br)cc2)o1	111	-0.1	9	15	7	11	101	4	1	100	5
CNC(=S)Nc1cccc(C(=O)O)c1	104	1.1	0	11	-3	-3	104	0	2	103	1
C=CCn1c(COc2ccc(Cl)cc2)nnc1SCC(=O)N/N=C/c1ccccc1	100	0.9	-1	9	0	-2	97	-2	3	99	1
Cc1cc2cc(CNC(=O)c3ccc4c(c3)OCO4)ccc2n1C	97	0.7	-6	26	-2	-13	116	5	3	98	-15
CC1(C)Oc2ccc3ccc(=O)oc3c2/C(=C/NC2CCCCC2)C1=O	99	0.4	-14	17	-10	0	101	-5	4	104	-9
Cc1c(-c2ccccc2)nc2ccccc2c1C(=O)Oc1ccc([N+](=O)[O-])cc1	103	0.1	-2	18	-1	0	104	-4	1	104	-3
O=C(CCC(=O)c1ccc(F)cc1)Nc1cccc(C(F)(F)F)c1	101	0.6	0	6	-3	2	100	0	5	104	-1
c1ccc(-c2cn3c(n2)CCc2ccc4cccnc4c2-3)cc1	101	1.7	0	19	-1	0	99	2	14	99	0
CSc1nsc(SCC(=O)Nc2nc3ccccc3s2)n1	102	-0.4	-6	11	-3	-12	103	-2	6	98	-4
Nn1c(SCc2nc3ccccn3c2Br)nnc1-c1cccnc1	99	0.4	-1	61	-4	-9	100	3	1	99	-14
CC(=O)NCCNC(=O)CNC(=O)c1ccc(Cl)cc1	104	0.0	-6	19	-14	-16	104	-8	0	102	-11
N=C1C(c2nc3ccccc3s2)=C(O)CN1NC(=O)c1c[nH]c2ccccc12	96	-0.1	-3	18	-8	-6	98	-4	0	97	-6
COc1ccc(O)c(/C=N/n2c(-c3ccco3)csc2=Nc2cccnc2)c1	83	0.8	3	10	4	10	104	9	3	93	9
CC(=O)Nc1ccc(C(=O)OCc2ccccc2Br)cc1	107	0.3	0	18	-11	-1	98	-3	3	100	-4
CCn1c(C)nc2cc(C(=O)NNC(=S)Nc3ccc(OC)cc3)ccc21	103	-0.8	4	11	0	6	101	2	-3	116	-1
CCOc1ccc(NC(=O)N(C2CCCCC2)C(C)c2cccnc2)cc1 (stereo not given)	107	0.5	-7	20	-7	-9	106	2	2	106	-1
CCOc1cccc(NC(=O)CC#N)c1	98	3.5	-10	34	-6	-15	101	0	8	102	-7
O=C1CSC2=NCN(c3ccc4c(c3)OCO4)CN12	101	-0.3	-8	30	-10	-14	100	-1	2	100	-7
O=C(Nc1ccc2ccccc2c1)c1cccnc1	100	0.4	-10	17	-7	-12	94	0	9	101	-3
O=c1oc2cc(Oc3c([N+](=O)[O-])cc(C(F)(F)F)cc3[N+](=O)[O-])ccc2c2c1CCCC2	96	1.2	-7	6	0	-4	96	1	3	94	0
COc1cc(/C=N/NC(=O)c2cc3ccccc3cc2O)ccc1OCCN1CCCCC1	99	-0.1	-7	11	4	-13	99	-3	1	99	-3
Cc1ccc(N=C2CCCN2Cc2ccccc2)c(C#N)c1	100	1.1	-2	38	-6	-3	96	-3	4	98	-5
O=C(CCNS(=O)(=O)c1cccc2nonc12)NC1CCCCC1	101	0.8	-3	11	-3	-3	?	-2	2	102	0
OCCNc1ncnc2c1c(-c1ccccc1)c(-c1ccccc1)n2Cc1ccco1	100	0.5	-1	10	0	4	101	-2	1	101	-3
O=C(NCc1ccccc1)C1CC2CCCC(C1)C2=O (stereo not given)	100	0.4	-9	24	-10	-14	98	-1	-4	101	-5
COc1ccc(NC(=S)NCCC2=CCCCC2)cc1OC	102	0.4	1	11	-1	0	108	-5	2	102	1
COCCNC(=O)C(=O)NCC1OCCCN1S(=O)(=O)c1cccs1 (stereo not given)	102	0.3	-4	10	-7	-2	102	-5	2	98	-6
N/C(=N\NC(=O)c1cccs1)c1cc2ccccc2oc1=O	99	0.3	7	6	12	2	108	12	41	110	24
COc1ccc(-c2noc(CCC(=O)Nc3cc(OC)ccc3OC)n2)cc1	95	0.8	-8	43	-11	-10	100	0	8	97	-6
COc1cccc(NC(=S)NN2CCN(C)CC2)c1	104	0.2	2	18	-1	0	103	0	1	106	-3
COc1ccc(CCNC(=O)NC2CCCCC2)cc1OC	98	0.0	-5	37	-11	-10	94	-1	2	100	-7
S=c1[nH]nc([C@@H]2C[C@H]2c2ccccc2)n1-c1ccccc1	95	0.7	-4	15	-22	-10	101	-5	8	94	-8
Cc1c(NC(=O)c2cccc(NC(=O)c3ccco3)c2)cccc1C(=O)O	98	0.4	-11	37	-10	-15	105	-2	1	97	-1
O=C(c1ccc(N2CCCCC2)c([N+](=O)[O-])c1)N(Cc1ccccc1)c1ccccn1	99	1.2	1	9	-3	-9	98	-3	1	100	0
CCOC(=O)C1=C(c2ccccc2)N=c2s/c(=C\c3cccc(O)c3)c(=O)n2C1c1cccs1 (stereo not given)	111	0.1	-2	17	-8	-4	117	-2	-1	113	-2
O=C(Cc1cccs1)Nc1cccc(-c2nc3cc4ccccc4cc3[nH]2)c1	97	-0.3	-1	14	-3	-1	99	-1	-4	81	-3
Cc1onc(-c2ccccc2)c1C(=O)NNC(=S)NC(=O)c1ccc(Br)cc1	100	-1.1	-6	20	-7	-13	99	-4	0	97	-8
O=C(Nc1ccccc1)N(C1=NCCCCS1)c1ccccc1	99	0.5	-6	22	-7	-17	101	0	1	100	-1
Cc1cc(Oc2ccc(=O)n(C)n2)nc(Oc2ccc(=O)n(C)n2)n1	100	0.0	1	12	-5	-1	103	0	2	102	0
Cc1cnc(N)c2c(=O)oc3ccccc3c12	102	0.4	-7	19	-3	-9	98	3	3	101	-2
CCCN(CCC)S(=O)(=O)c1ccc(C(=O)O)cc1	.	0.0	0	16	0	-2	.	-2	-2	.	-3
CNc1nnc(-c2cccc(N(C)C)c2)s1	100	0.0	-1	41	-1	-3	101	3	1	100	0
Cc1cc(C)n2nc3nc(N4CCCCC4)nc(-c4ccco4)c3c2n1	99	1.3	1	48	1	9	97	1	17	95	0

Continued:
smiles	RGS4-Gao reg	ABCB1 inh	Bcl-2 Bim block	GSH bead fluor	Bim-Bcl-B	Bim-Bfl-1	RGS7-Gao reg	Bcl-W Bim block	ABCG2 inh	RGS8-Gao reg	Bim-Bcl-XL
N=C1C(c2nc3ccccc3c(=O)[nH]2)=C(O)CN1CCc1ccccc1	102	0.5	-5	23	-3	-8	100	-1	3	104	-2
CSCCC(NC(=O)c1ccc(Br)cc1)C(=O)O (stereo not given)	92	-0.1	-5	11	-4	-1	104	-5	-1	97	-5
COc1ccccc1CNC(=O)c1nnc(Cc2ccc(Cl)cc2)o1	104	0.5	-2	14	-7	-1	104	-1	2	102	-5
C=CCn1c(SCC(=O)c2ccccc2)nnc1-c1ccc2c(c1)OCO2	100	.	-1	16	-7	-4	98	2	.	99	1
Cc1nnsc1NC(=O)OCc1ccccc1Cl	94	1.2	-1	20	-1	-1	94	-1	22	105	0
O=C(COc1ccc(Cl)cc1)N1CCN(S(=O)(=O)c2ccccc2)CC1	117	1.9	-1	10	-1	-3	111	-3	7	114	0
CCN(CC)C(=O)c1sc(NC(=O)Cc2ccccc2)c(C#N)c1C	105	0.3	-4	14	-8	-4	106	-3	1	104	-6
O=C(Nc1ccccc1-c1ccccc1)C1CCCN(c2ncccn2)C1 (stereo not given)	109	1.6	0	11	0	0	103	0	7	108	0
N#Cc1c(C(F)(F)F)cc(-c2ccc(F)cc2)nc1SCC(=O)O	106	0.5	-2	16	-2	-8	100	0	2	107	-2
c1cncc(C2Nc3ccccc3-c3nc4ccccc4n32)c1 (stereo not given)	98	0.8	-5	53	0	-7	96	0	18	99	2
O=c1c2ccccc2ncn1Cc1ccco1	107	1.0	1	13	3	1	108	0	4	103	1
COc1ccc(/C=C/c2ccncc2)cc1	101	0.3	-4	12	-3	-12	100	0	3	101	-4

Screening results: PubChem BioAssay, NMMLSC
